RGS7-Gao reg: RGS7-Galphao binding modulators, primary screen, biochemical, multiplexed bead flow cytometry | actives lie on both sides | Guanine nucleotide-binding protein G(o) subunit alpha (Homo sapiens), P09471 | binding response (% of control), % at 10 µM | hit rate 0.35% among 220,000 | AID 1439, 2008; in the data active = binding response below about 49% or above about 150%; inconclusive = no clear call, values can overlap the other calls; inactive = in between;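 note: fluorescent Galphao held in activated GDP-AlF4 state binding bead-coupled RGS7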
ABCB1 inh: ABCB1 efflux pump inhibitors, primary screen, cell-based, multiplex, flow cytometry, ABCG2 counter-screen; ATP-dependent translocase ABCB1 (Homo sapiens), P08183; CCRF-Adr cells, JC-1 efflux; inhibition, % at 6.6 µM; hit rate 0.067% among 190,000; AID 1326, 2008; in the data active = inhibition above about 40%;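 note: 0% = vehicle and 100% = reference inhibitor; higher value means more JC-1 retained so stronger ABCB1 efflux block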
Bim-Bcl-B: inhibitors of Bim-Bcl-B binding, primary screen, biochemical, multiplexed, human Bcl-2 family | Bcl-2-like protein 10 (Homo sapiens), Q9HD36 | bead-based flow cytometry, Bim peptide-Bcl-B binding | inhibition, % at 10 µM | hit rate 0.073% among 190,000;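 note: 0% = tracer peptide without compound and 100% = reference inhibitor peptide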
Target sequence (Q9HD36 whole entry, looked up): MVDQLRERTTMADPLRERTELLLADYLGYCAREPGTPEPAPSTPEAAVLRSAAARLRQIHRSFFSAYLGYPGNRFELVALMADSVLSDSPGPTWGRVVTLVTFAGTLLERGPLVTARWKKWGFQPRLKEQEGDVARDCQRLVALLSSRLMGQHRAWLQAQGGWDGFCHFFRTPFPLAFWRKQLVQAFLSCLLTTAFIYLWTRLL
Bcl-W Bim block: inhibitors of Bim binding to Bcl-W, primary screen, biochemical, multiplexed, bead-based flow cytometry; Bcl-2-like protein 2 (Homo sapiens), Q92843; Bim peptide-Bcl-W binding; inhibition, % at 10 µM; hit rate 0.02% among 190,000; AID 952, 2007;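 note: 0% = bound tracer without compound and 100% = peptide blocker; higher means less fluorescent Bim peptide bound to Bcl-W beads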
Target sequence (Q92843 whole entry, looked up): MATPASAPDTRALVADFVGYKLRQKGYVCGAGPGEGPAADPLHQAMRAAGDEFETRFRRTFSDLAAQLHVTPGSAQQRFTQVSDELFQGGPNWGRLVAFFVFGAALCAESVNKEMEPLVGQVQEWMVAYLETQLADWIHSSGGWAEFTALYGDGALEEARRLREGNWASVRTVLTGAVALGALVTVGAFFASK
ABCG2 block: ABCG2 efflux pump inhibitors, primary screen, multiplex with ABCB1, IgMXP3 cells, flow cytometry; AID 1325, 2008; Broad substrate specificity ATP-binding cassette transporter ABCG2 (Homo sapiens), Q9UNQ0; JC-1 efflux; inhibition, % at 6.6 µM; hit rate 0.1% among 190,000;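 active = inhibition above 80%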;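 note: 0% = DMSO and 100% = nicardipine control wells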
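System: two drug-resistant human cell lines, ABCG2 and ABCB1; controls: nicardipine high and DMSO low controls; times: 10 min exposure at 25 °C with rotation, no wash; detection: flow cytometry of retained JC-1 fluorescence; read-out basis: percent efflux inhibition, scaled nicardipine 100% to DMSO 0%; doses: one concentration, 6.6 µM final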
GSH fluor: compound fluorescence on glutathione beads, profiling panel, artefact control, biophysical, 488/530 nm, flow cytometry; GSH beads flow cytometry, compound fluorescence 488/530 nm; hits give high values; fluorescence (KMESF) at 10 µM; hit rate 0.25% among 190,000; in the data active = fluorescence above about 89;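 note: glutathione beads carrying GST-tagged Bcl family fusion proteins plus one bare bead set; values are compound well signal with DMSO vehicle wells as background; inactives centre near 16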
Avidin fluor: green autofluorescence of compounds with avidin beads – biophysical, 488/530 nm, flow cytometry, artefact control, profiling panel. compound fluorescence 488/530 nm; hits give high values. fluorescence (KMESF) at 10 µM. hit rate 0.38% among 220,000. AID 1775, 2009; in the data active = fluorescence above about 47; note: inactives centre near 10
Bcl-XL Bim block: inhibitors of Bim-Bcl-XL binding, primary screen, biochemical, multiplexed, bead flow cytometry, human Bcl-XL; Bim peptide-Bcl-XL binding, fluorescence; inhibition, % at 10 µM; hit rate 0.04% among 190,000
Target sequence (Q07817 whole entry, looked up): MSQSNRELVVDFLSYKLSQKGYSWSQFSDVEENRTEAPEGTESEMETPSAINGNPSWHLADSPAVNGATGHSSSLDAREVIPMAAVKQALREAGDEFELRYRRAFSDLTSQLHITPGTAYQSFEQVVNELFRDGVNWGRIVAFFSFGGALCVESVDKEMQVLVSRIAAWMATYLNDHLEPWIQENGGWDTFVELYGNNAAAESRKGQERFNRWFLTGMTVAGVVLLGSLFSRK
Bim-Bfl-1: inhibitors of Bim binding to Bfl-1, primary screen, biochemical, multiplexed, bead-based flow cytometry; Bcl-2-related protein A1 (Homo sapiens), Q16548; Bim-Bfl-1 binding inhibition; inhibition, % at 10 µM; hit rate 0.12% among 190,000;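 note: 0% = wells without compound plus tracer and 100% = blocker peptide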
Bim-Bcl-2: inhibitors of Bim-Bcl-2 binding, primary screen, biochemical, multiplexed, human Bcl-2 family | Apoptosis regulator Bcl-2 (Homo sapiens), P10415 | Bead-based flow cytometry, Bim peptide-Bcl-2 binding | inhibition, % at 10 µM | hit rate 0.06% among 190,000; in the data active = inhibition above about 40%; inconclusive = no clear call, values can overlap the other calls;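 note: 0% = no compound wells with probe peptide and 100% = reference peptide inhibitor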
Target sequence (P10415 whole entry, looked up): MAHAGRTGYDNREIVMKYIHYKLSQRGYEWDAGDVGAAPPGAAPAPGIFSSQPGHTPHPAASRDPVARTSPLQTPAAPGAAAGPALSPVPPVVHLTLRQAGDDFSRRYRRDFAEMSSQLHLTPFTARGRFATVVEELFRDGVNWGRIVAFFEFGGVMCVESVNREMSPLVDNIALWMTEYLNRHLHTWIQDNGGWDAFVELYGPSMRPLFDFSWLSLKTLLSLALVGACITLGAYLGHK
RGS4-Gao reg: modulators of RGS4 binding to Galphao, primary screen, biochemical, multiplexed bead flow cytometry; actives lie on both sides; hit rate 0.33% among 220,000; binding response (% of control), % at 10 µM; in the data active = binding response below about 49% or above about 150%; inactive = in between;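 note: fluorescent Galphao activated with aluminum fluoride binding bead-coupled RGS4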
* marks the source's active call; other numbers are inactive results; ? = inconclusive; / = not tested or not shown. Cut-off read from the data, not from the text of the source, unless noted: active = inhibition above about 40%.

Screens in order: RGS7-Gao reg	ABCB1 inh	Bim-Bcl-B	Bcl-W Bim block	ABCG2 block	GSH fluor	Avidin fluor	Bcl-XL Bim block	Bim-Bfl-1	Bim-Bcl-2	RGS4-Gao reg
OCC1(CCc2ccccc2)CCN(Cc2ccc3nsnc3c2)CC1
  96.7	0.4	-3.0	-1.0	0.7	8	9	-4.0	-9.0	-2.0	97.1
C=CCSc1nnc2c(n1)OC(c1cccnc1)Nc1ccccc1-2 (stereo unspecified)
  95.9	0.9	-4.0	0.0	1.9	30	9	-10.0	-9.0	-2.0	95.2
CCOc1ccccc1N1CCN(C(=O)Nc2ccc(Cl)c(Cl)c2)CC1
  104.5	0.0	-2.0	-1.0	0.1	30	8	-6.0	-1.0	-3.0	102.5
CCOC(=O)N1CCN(C(=O)Cc2ccsc2)CC1
  101.8	0.8	-1.0	-1.0	2.2	17	11	0.0	0.0	-1.0	104.2
CCS(=O)(=O)c1nc(S(=O)(=O)c2ccc(C)cc2)c(NCCCN(C)C)s1
  105.0	1.6	-6.0	-4.0	6.3	10	3	-3.0	-5.0	-6.0	106.3
N#Cc1ccc(-c2ccccc2)nc1SCC(=O)c1cc2ccccc2oc1=O
  93.7	0.1	-12.0	1.0	0.6	25	5	0.0	-5.0	-2.0	87.1
O=[N+]([O-])c1cc(C(F)(F)F)ccc1Sc1ccc2ccccc2n1
  105.9	0.8	-6.0	-2.0	3.1	20	9	-2.0	9.0	-2.0	98.0
O=C(COC(=O)c1ccccc1NC(=O)c1ccco1)NC1CCCCC1
  96.2	1.1	-4.0	1.0	6.1	12	10	-3.0	-8.0	-4.0	95.6
O=C(CSCc1ccc(Cl)cc1)Nc1ccc(S(=O)(=O)N2CCOCC2)cc1
  95.4	0.7	-8.0	-6.0	4.0	12	16	-9.0	-14.0	-7.0	99.0
CNC(=O)c1ccc(NC(=O)c2cccc(C(F)(F)F)c2)cc1
  99.7	-0.1	-4.0	0.0	3.4	25	11	-1.0	-4.0	-3.0	100.1
COc1ccc(NC(=S)Nc2cc(C)ccn2)c(OC)c1
  107.2	-0.3	-5.0	3.0	1.7	64	6	1.0	12.0	5.0	107.4
c1ccc(Nc2nc(N3CCNCC3)nc(N3CCOCC3)n2)cc1
  98.3	0.1	-1.0	-3.0	1.0	17	21	-1.0	0.0	7.0	101.5
CO/N=C(/CS(=O)Cc1ccccc1Cl)c1ccc(Cl)cc1Cl (stereo unspecified)
  92.1	0.7	-6.0	0.0	2.8	24	13	-2.0	-3.0	-3.0	94.1
CCC(C)NC(=O)CN(c1ccc(OC)cc1)S(=O)(=O)c1ccccc1 (stereo unspecified)
  99.8	0.6	0.0	-3.0	1.8	11	15	-2.0	1.0	-3.0	94.9
O=C(O)CC1(CC(=O)N2CCN(CCO)CC2)CCCC1
  ?	0.2	-2.0	-2.0	-0.6	13	9	-3.0	-4.0	-2.0	100.7
c1ccc(C[n+]2cccc(-c3ccccc3)c2)cc1
  100.6	0.6	-6.0	-3.0	0.5	7	3	-5.0	-2.0	-1.0	100.7
O=C(c1ccco1)N1CCN(c2ccnc3cc(Cl)ccc23)CC1
  93.0	2.6	1.0	-1.0	15.6	11	10	0.0	-6.0	-4.0	98.3
CCOc1ccc(-c2nnc(-c3snc(-c4ccc(F)cc4)c3N=CN(C)C)o2)cc1
  97.9	0.5	-2.0	0.0	7.2	53	7	-1.0	-5.0	-2.0	96.0
CC(=O)Nc1ccc(NC(=O)Cc2sc(-c3cccnc3)nc2-c2ccc(C)cc2)cc1
  99.2	-0.3	-5.0	-2.0	0.2	11	21	-1.0	-6.0	-3.0	102.0
CSc1ncc(F)c(N(CCO)CCO)n1
  93.4	0.7	-8.0	-2.0	46.8	12	14	-4.0	-18.0	-5.0	94.2
Cc1ccc(NC(=O)Cn2c([N+](=O)[O-])cnc2C)cc1
  104.1	0.8	-5.0	-2.0	2.4	16	10	-2.0	-10.0	-3.0	103.0
CC(=O)N[C@@H]1c2c(ccc3ccccc23)OC[C@@H]1COC(C)=O
  100.5	0.2	-4.0	0.0	0.4	16	15	0.0	-3.0	-3.0	99.9
N=C1/C(=C/c2ccc(-c3cccc(C(=O)O)c3)o2)C(=O)N=C2SC=C(c3ccccc3)N12
  98.8	-0.8	-2.0	-1.0	-2.3	18	11	-1.0	-2.0	1.0	102.8
C=CCn1c(-c2oc3nc(-c4ccccc4)cc(-c4ccccc4)c3c2N)n[nH]c1=S
  98.0	0.5	-17.0	0.0	1.5	7	3	-3.0	6.0	1.0	99.4
CC(=O)c1ccc(NC(=O)Nc2ccc3c(c2)nc(C)n3C)cc1
  98.8	-0.5	-2.0	-3.0	-1.9	8	10	-1.0	-5.0	-1.0	102.0
O=C(Nc1ccccn1)C12CC3CC(CC(C3)C1)C2
  97.3	0.1	2.0	0.0	1.5	10	6	-6.0	-1.0	0.0	100.1
O=C(CN1C2CCCC1CC(NC(=O)c1ccccc1)C2)NC1CC1 (stereo unspecified)
  101.7	1.0	0.0	1.0	3.2	22	10	-6.0	-4.0	-2.0	104.5
CCOC(=O)CSc1nnc(-c2nnc(SCC(=O)OCC)n2CC)n1CC
  109.2	-0.5	-2.0	2.0	-1.2	15	23	-3.0	1.0	-3.0	104.6
Cn1c(-c2ccco2)n[nH]c1=S
  104.1	0.1	-12.0	2.0	0.9	11	34	-2.0	-5.0	-1.0	106.2
O=C(c1ccc(Cl)cc1)c1cnc(-c2ccccc2)s1
  97.6	-0.7	0.0	4.0	-2.0	13	23	1.0	2.0	0.0	99.3
CC(OC(=O)c1ccccc1O)C(=O)Nc1cccc(Cl)c1 (stereo unspecified)
  ?	1.6	-1.0	2.0	15.7	15	9	-2.0	-4.0	-4.0	101.1
CC(=O)c1cccc(NC(=O)CN2C(=S)NC(C)(C)CC2C)c1 (stereo unspecified)
  ?	0.3	-6.0	0.0	0.0	15	15	-5.0	-4.0	0.0	99.8
COc1ccc(NC(=O)c2cccc(OS(=O)(=O)N(C)C)c2)cc1
  91.3	0.0	2.0	-3.0	11.6	14	9	0.0	-4.0	1.0	99.0
CN(C)c1ccc(C(=S)N2CCN(Cc3ccccc3)CC2)cc1
  140.9	0.0	-68.0	-4.0	-0.3	18	5	-14.0	10.0	-10.0	100.5
COc1ccc(CCNC(=O)C2CCN(S(=O)(=O)N3CCCCC3)CC2)cc1OC
  101.9	0.2	-11.0	-5.0	10.5	31	15	-8.0	-25.0	-6.0	104.2
CCS(=O)(=O)c1ccc(C(=O)NC)c(Cl)c1Cl
  100.9	-0.6	-2.0	0.0	-1.7	12	10	1.0	3.0	-1.0	99.8
N#Cc1cc2ccccc2nc1SCC(=O)Nc1ccccc1N1CCOCC1
  109.5	2.0	0.0	-1.0	5.6	11	20	-1.0	1.0	2.0	112.4
COC1=C(OC)C(=O)C(CCCCCCCCCCO)=C(C)C1=O
  102.0	/	1.0	-1.0	1.7	65	7	-1.0	0.0	-3.0	101.5
O=C(c1ccccc1F)N1C(=O)c2cccc3cccc1c23
  101.9	0.0	2.0	-2.0	7.2	12	12	-3.0	2.0	0.0	100.7
O=C(CSc1nnc(-c2ccco2)o1)c1ccc(O)cc1O
  ?	0.1	-5.0	-2.0	-0.2	14	12	-3.0	-8.0	-4.0	106.2

Ordered by molecular weight (highest first): three of the compounds above.
Screens in order: RGS7-Gao reg	ABCB1 inh	Bim-Bcl-B	Bcl-W Bim block	ABCG2 block	GSH fluor	Avidin fluor	Bcl-XL Bim block	Bim-Bfl-1	Bim-Bcl-2	RGS4-Gao reg
COc1ccc(CCNC(=O)C2CCN(S(=O)(=O)N3CCCCC3)CC2)cc1OC
  101.9	0.2	-11.0	-5.0	10.5	31	15	-8.0	-25.0	-6.0	104.2
CCOC(=O)CSc1nnc(-c2nnc(SCC(=O)OCC)n2CC)n1CC
  109.2	-0.5	-2.0	2.0	-1.2	15	23	-3.0	1.0	-3.0	104.6
CC(=O)N[C@@H]1c2c(ccc3ccccc23)OC[C@@H]1COC(C)=O
  100.5	0.2	-4.0	0.0	0.4	16	15	0.0	-3.0	-3.0	99.9

Additional results follow.
Screens in order: RGS7-Gao reg	ABCB1 inh	Bim-Bcl-B	Bcl-W Bim block	ABCG2 block	GSH fluor	Avidin fluor	Bcl-XL Bim block	Bim-Bfl-1	Bim-Bcl-2	RGS4-Gao reg
CC(C)CSc1ncnc2c1oc1nc3c(cc12)COC(C)(C)C3
  108.9	0.8	-10.0	3.0	5.8	11	10	-5.0	-12.0	-11.0	98.9
COC(=O)c1ccc(COn2c(=O)c(C)[n+]([O-])c3ccccc32)cc1
  97.9	1.0	-10.0	-5.0	24.6	29	17	-6.0	-20.0	-13.0	99.9
COc1ccc(N2C(=O)C(CC(=O)Nc3ccccc3)N(Cc3ccc(OC)c(OC)c3)C2=O)cc1 (stereo unspecified)
  100.3	1.2	-1.0	-1.0	5.5	15	11	1.0	-6.0	-1.0	100.9
O=C(Nc1ccccc1F)c1ccncc1
  96.3	0.0	-1.0	-1.0	1.4	15	7	-1.0	0.0	0.0	92.0
Cc1ccc2nc(NC(=O)CSc3nnc(C)c(=O)n3N)sc2c1
  104.9	0.2	-5.0	-5.0	16.4	10	15	-5.0	-14.0	-8.0	104.2
CCCC(=O)N1CCN(c2ccc(NC(=S)NC(=O)c3cccc(C)c3)cc2)CC1
  ?	3.1	-8.0	0.0	22.6	20	9	-5.0	-2.0	0.0	102.0
CCCS(=O)(=O)N1CCN(S(=O)(=O)c2ccccc2)CC1
  97.1	1.0	-3.0	-1.0	3.2	16	7	-2.0	-5.0	-7.0	97.5
O=C(c1cccc(Cl)c1)N1CCC(c2nc3ccccc3[nH]2)CC1
  ?	0.8	-8.0	-4.0	12.1	16	10	-6.0	-9.0	-8.0	101.3
CCOc1ccc(-c2noc(COC)n2)cc1OC
  98.8	-0.1	-7.0	3.0	0.9	23	22	-2.0	-7.0	0.0	98.4
COC(CN(C(=O)CCl)C(C(=O)NC1CCCC(C)C1C)c1ccc(C)cc1)OC (stereo unspecified)
  88.9	/	5.0	4.0	20.4	9	12	7.0	9.0	7.0	92.4
COc1cc(C2C(C(=O)c3ccco3)=C(O)C(=O)N2Cc2cccnc2)cc(OC)c1OC (stereo unspecified)
  96.5	-0.5	0.0	0.0	-1.3	23	18	-2.0	-2.0	-1.0	99.9
Cc1ccc(C(=O)NCC(=O)N/N=C/c2sccc2C)cc1[N+](=O)[O-]
  103.5	0.2	-2.0	0.0	2.3	23	10	-2.0	-5.0	-3.0	101.7
CNC(=O)CC(C(=O)O)c1ccc(OC(C)C)cc1 (stereo unspecified)
  101.5	0.4	-3.0	4.0	3.0	45	7	0.0	-9.0	-4.0	97.7

Screens as filed in PubChem BioAssay.
